Screening results deposited in PubChem BioAssay by Sanford-Burnham Center for Chemical Genomics.
APOBEC3G inh = inhibitors of human APOBEC3G DNA deaminase; Q9HC16; recombinant A3G, ssDNA deamination FAM/TAMRA fluorescence; inhibition, % at 20 µM; hit rate 0.28% among 330,000; AID 493012;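 active = inhibition of at least 40% at 20 µM, with no more than 30% in the related APOBEC3A deaminase screen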;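 note: plate controls were DMSO wells with A3G for no effect and wells lacking A3G enzyme for full effect; some compounds called inactive have numbers as strong as hits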
Target sequence (Q9HC16 whole entry, looked up): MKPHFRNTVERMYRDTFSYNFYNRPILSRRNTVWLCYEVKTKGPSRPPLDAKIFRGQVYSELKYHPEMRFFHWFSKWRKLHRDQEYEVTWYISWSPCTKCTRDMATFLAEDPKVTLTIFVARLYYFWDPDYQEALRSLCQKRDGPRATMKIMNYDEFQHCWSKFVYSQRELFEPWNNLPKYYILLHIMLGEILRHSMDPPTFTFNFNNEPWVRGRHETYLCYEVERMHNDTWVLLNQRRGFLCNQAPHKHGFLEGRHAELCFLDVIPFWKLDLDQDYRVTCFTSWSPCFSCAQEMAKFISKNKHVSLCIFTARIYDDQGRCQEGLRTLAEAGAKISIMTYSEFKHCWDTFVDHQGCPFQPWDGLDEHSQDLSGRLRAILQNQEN
NR3A LBD binder = modulators (binders) of human NR3A ligand-binding domain | NR3A LBD differential scanning fluorimetry, Tm shift; 0% = protein alone, 100% = glycine-bound protein | hit rate 2.5% among 340,000 | Tm shift relative to glycine control, % at 25 µM;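 active = melting temperature shift of at least 10% of the positive control shift, at one fixed dose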
hIAP act = human IAP activation; P09923; purified human IAP, CDP-Star luminescence, 30 min; stronger effect = higher value; 1 = vehicle-only enzyme, 0 = enzyme-free background; activation factor at 10 µM; hit rate 0.16% among 330,000;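 active = activation factor of the enzyme at least 2-fold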; note: the source names both 10 and 20 µM as test concentration; values of inactives mirror those of a sister screen read the other way
Target sequence (P09923 whole entry, looked up): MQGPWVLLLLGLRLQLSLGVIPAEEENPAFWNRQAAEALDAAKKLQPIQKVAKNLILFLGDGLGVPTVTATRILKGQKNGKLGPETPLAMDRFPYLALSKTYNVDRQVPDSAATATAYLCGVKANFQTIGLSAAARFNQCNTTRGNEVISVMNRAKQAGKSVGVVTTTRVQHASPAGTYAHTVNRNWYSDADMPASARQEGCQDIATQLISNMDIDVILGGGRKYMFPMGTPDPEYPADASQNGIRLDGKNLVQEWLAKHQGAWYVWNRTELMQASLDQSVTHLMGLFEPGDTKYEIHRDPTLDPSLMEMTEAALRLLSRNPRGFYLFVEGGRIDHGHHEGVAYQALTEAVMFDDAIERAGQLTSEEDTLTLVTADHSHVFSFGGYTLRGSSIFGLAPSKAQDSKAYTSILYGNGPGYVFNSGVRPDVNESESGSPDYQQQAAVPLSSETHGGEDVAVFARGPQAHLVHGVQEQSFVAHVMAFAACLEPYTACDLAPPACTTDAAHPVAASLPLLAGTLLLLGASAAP
APOBEC3A inh = human APOBEC3A DNA deaminase inhibition; recombinant A3A, FAM/TAMRA ssDNA deamination fluorescence; inhibition, % at 20 µM; hit rate 0.41% among 330,000;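 active = at least 40% inhibition at 20 µM here, with at most 30% in a related deaminase screen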;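 note: plate controls were A3A with DMSO for no effect and wells lacking A3A enzyme for full effect; some results filed as inactive read as strong as hits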
Target sequence (P31941 whole entry, looked up): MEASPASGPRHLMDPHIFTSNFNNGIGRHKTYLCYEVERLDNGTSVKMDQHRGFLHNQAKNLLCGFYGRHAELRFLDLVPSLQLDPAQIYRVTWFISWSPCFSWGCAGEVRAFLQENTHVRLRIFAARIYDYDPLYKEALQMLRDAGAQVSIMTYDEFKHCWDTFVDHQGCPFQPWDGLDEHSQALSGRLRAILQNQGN
MPTP inh = inhibitors of mitochondrial permeability transition pore; isolated mouse mitochondria, Ca2+ swelling absorbance, 30 min; inhibition, % at 10 µM; hit rate 1.4% among 360,000;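 active = inhibition of 50% or more, scaled per plate between neutral and stimulator controls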;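 note: 0% = DMSO wells given calcium and 100% = 1 mM EGTA wells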
mIAP act = mouse IAP activation | AID 2805 | hit rate 0.24% among 330,000 | activation factor at 10 µM | muIAP, CDP-Star luminescence, 30 min; stronger effect = higher value; 1 = vehicle-only enzyme signal, 0 = enzyme-free wells;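 active = activation factor of at least 2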; note: the source names both 10 and 20 µM as test concentration; values of inactives mirror those of a sister screen read the other way
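Assay system: mouse IAP enzyme; Reagent: CDP-Star chemiluminescent phosphatase substrate; Compound: DMSO-dissolved test compounds; Incubation: 30 min, room temperature; Technique: luminescence from enzymatic CDP-Star hydrolysis; Controls: DMSO-only wells and no-enzyme negative control.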
beta cell repl = induces beta-cell replication in MIN6 cells; MIN6 cells proliferation, ATPlite luminescence, 48 h; cells starved in 0.2% serum; 100% = growth in 10% serum; proliferation, % at 10 µM; hit rate 0.29% among 330,000;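 active = compounds whose signal lies at least 3.5 SD above the mean of all wells on their plate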;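 note: 0% = DMSO-treated cells in low-serum medium and 100% = 10% serum control; some compounds called inactive have numbers as strong as hits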
hIAP inh = blocks human intestinal alkaline phosphatase | purified IAP, CDP-Star luminescence, 30 min | P09923 | hit rate 0.12% among 330,000 | inhibition, % at 10 µM;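 active = inhibition reaching a set limit with compound at 10 µM in the primary screen, cut at about 35% in these data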;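 note: plate controls were DMSO wells with enzyme for no effect and no-enzyme buffer wells for full effect; values of inactives mirror those of a sister screen read the other way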
mIAP inh = blocks mouse intestinal alkaline phosphatase; purified mouse IAP, CDP-Star luminescence, 30 min; inhibition, % at 10 µM; hit rate 0.2% among 330,000; AID 2806;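 active = inhibition of at least 40% at 10 µM in the primary screen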;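 note: plate controls were DMSO with enzyme for no effect and no enzyme wells for full effect; values of inactives mirror those of a sister screen read the other way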
The depositor's hits bear a star; . = no result given. Rows were taken by chance (roughly 5% active in at least one column).

SMILES	APOBEC3G inh	NR3A LBD binder	hIAP act	APOBEC3A inh	MPTP inh	mIAP act	beta cell repl	hIAP inh	mIAP inh
COC(=O)C1=C(N)Oc2c(oc(CO)cc2=O)C1c1ccccc1F (stereo unspecified)	-7	-2	0.85	3	-0.2	0.99	2	15	1
CCN(CC(=O)NCc1cccs1)S(=O)(=O)c1ccc(F)c(F)c1F	-4	3	1.2	-1	-0.4	1	-4	-20	0
c1cc2c(c(NCc3ccncc3)c1)CCCC2	-1	-1	1	1	-1.1	1	0	-2	-2
COc1ccc(S(=O)(=O)NCc2ccccn2)cc1NC(=O)c1ccc(Cl)cc1	1	0	1.2	-1	0.3	0.96	-2	-21	4
C=CCn1c(SCC(=O)c2cccs2)nc2sc(C)c(C)c2c1=O	-1	5	0.95	0	0.5	0.87	-1	5	13
COc1ccc(C)cc1NC(=O)CSc1nnc(COc2ccccc2)n1Cc1ccco1	0	-10	1.1	1	4.5	1	-4	-14	-1
COc1cccc(CNC(=O)c2ccc(C)c(S(=O)(=O)N3CCOCC3)c2)c1	-3	1	0.94	3	-1.6	0.99	-1	6	0
N=C1C(c2nc3ccccc3c(=O)[nH]2)=C(O)CN1CCc1ccccc1	-6	2	1.2	-4	-1.5	1.1	6	-22	-13
C=CCOC(=O)C1=C(C)NC(C)=C(C(=O)OCC=C)C1c1ccco1	-1	1	1.1	-5	6.0	1	-3	-12	-3
CCOC(=O)c1sc(NC(=O)c2ccccc2OC)nc1C	-9	2	0.78	-5	-1.0	0.95	-2	22	4
COC(=O)c1cc2n(n1)CCN(Cc1ccc(OC)cc1)C2=O	-5	0	1.2	8	-4.6	0.96	-2	-20	4
C/C(=N\N=C1\NC(=O)C(Cc2ccccc2)S1)c1ccccc1 (stereo unspecified)	0	-3	1.1	1	2.6	0.98	-1	-8	2
Cc1nnc(SCC(=O)Nc2cc(S(=O)(=O)N3CCOCC3)ccc2C)s1	-3	-2	1	3	-0.6	1	0	-4	-3
Cc1cc(C)c2cc3c(N)c(C(=O)N4CCOCC4)sc3nc2c1	2	-1	1	1	-1.1	1.1	-1	-2	-6
Cc1nn(C)c(C)c1NC(=O)c1ccccc1NC(=O)Nc1ccccc1	-3	0	0.98	1	-0.6	1.1	1	2	-8
O=C(NCCCCCCOC1=NS(=O)(=O)c2ccccc21)C(=O)Nc1ccccc1	-4	1	1.2	-1	73*	1.1	-2	-15	-9
CC(=O)Nc1ccc(C(=O)OC2CCCCC2=O)cc1 (stereo unspecified)	-7	1	0.94	-5	-0.9	0.95	0	6	5
CN(C)S(=O)(=O)N1CCC(Oc2cccc(C(=O)NC3CCCCCC3)c2)CC1	6	1	0.91	1	11	1	-5	9	-1
C=C(C)[C@@H]1CC=C(CN2CCN(Cc3ccccc3)CC2)CC1	-1	1	1	1	-0.2	1.1	-2	-4	-9
Cc1cc(C)c(OCC(=O)N/N=C/c2ccco2)c(C)c1	-1	0	0.92	0	0.2	1	0	8	-1

Single records, as listed above. Values in the order: APOBEC3G inh, NR3A LBD binder, hIAP act, APOBEC3A inh, MPTP inh, mIAP act, beta cell repl, hIAP inh, mIAP inh
`Cc1nn(C)c(C)c1NC(=O)c1ccccc1NC(=O)Nc1ccccc1` is entered as -3, 0, 0.98, 1, -0.6, 1.1, 1, 2, -8
`COc1ccc(C)cc1NC(=O)CSc1nnc(COc2ccccc2)n1Cc1ccco1` is entered as 0, -10, 1.1, 1, 4.5, 1, -4, -14, -1
`CCN(CC(=O)NCc1cccs1)S(=O)(=O)c1ccc(F)c(F)c1F` is entered as -4, 3, 1.2, -1, -0.4, 1, -4, -20, 0
`Cc1nnc(SCC(=O)Nc2cc(S(=O)(=O)N3CCOCC3)ccc2C)s1` is entered as -3, -2, 1, 3, -0.6, 1, 0, -4, -3
`O=C(NCCCCCCOC1=NS(=O)(=O)c2ccccc21)C(=O)Nc1ccccc1` is entered as -4, 1, 1.2, -1, 73*, 1.1, -2, -15, -9

Going on with the list:
SMILES	APOBEC3G inh	NR3A LBD binder	hIAP act	APOBEC3A inh	MPTP inh	mIAP act	beta cell repl	hIAP inh	mIAP inh
Cn1cc(Br)c(C(=O)Nc2c(F)c(F)c(F)c(F)c2F)n1	-2	2	0.93	8	-0.9	1.1	-5	7	-8
CCN(C)Cc1c(C(=O)N2CCc3ccccc3C2)nc2ccc(Cl)cn12	0	-1	0.96	1	-0.2	0.91	-2	4	10
COc1ccc2[nH]c3c(c2c1)CCN1C(=O)C(CC(=O)NCCC2=CCCCC2)C[C@H](C(=O)N2CCCCC2)[C@@]31CCc1ccccc1 (stereo partly specified)	5	3	.	2	1.4	1.4	.	.	-44
Oc1ccccc1C(=S)N1CCCC1	-1	1	0.93	-6	-0.3	0.96	-4	7	4
Cc1ccc(CNS(=O)(=O)c2cn(C)c(=O)n(C)c2=O)cc1	-8	8	1.2	-7	0.0	0.89	3	-16	11
COc1ccc(CNC(=O)C2CCN(S(=O)(=O)c3ccc4c(c3)N(C(C)=O)CCO4)CC2)cc1	-1	-3	1	1	1.3	1	-2	-4	-3
Cc1c(CCC(=O)O)c(=O)oc2cc(OCc3ccc(Br)cc3)ccc12	4	-3	0.95	9	2.8	1.1	0	5	-8
COc1ccc(CC(=O)N2CCc3cc(OC)c(OC)cc3C2C)c(OC)c1 (stereo unspecified)	-7	-5	1.1	-5	-0.7	0.96	-2	-10	4
O=C1NC(=Nc2ccccc2Cl)S/C1=C\c1cccc([N+](=O)[O-])c1O	-6	1	1	1	7.3	0.68	-5	-1	32
CCOC(=O)C1=NOC2C(=O)N(c3ccc(Cl)cc3Cl)C(=O)C12 (stereo unspecified)	-7	1	1	-6	1.1	1	4	-2	-1
Cn1c(=O)c2c(nc(NCC3CCCO3)n2C)n(C)c1=O (stereo unspecified)	-4	2	1	-6	-0.2	0.93	-1	-3	7
O=C(CCC(=O)N(c1cccc(F)c1)C(C(=O)NC1CCCC1)c1ccncc1)Nc1cccnc1 (stereo unspecified)	-4	0	1	0	1.2	1.2	1	-3	-17
Cc1cccc(CC2CC(=O)N(c3nc4ccccc4s3)C2=O)c1 (stereo unspecified)	-9	0	0.96	-1	-2.0	1.1	-1	4	-10
CC(=O)/C=C/c1ccc2ccccc2n1	-6	-12	0.94	-3	-1.4	1	-4	6	-2
Cc1cc(C)c(OCC(=O)Nc2cc(C(=O)O)cc(C(=O)O)c2)cc1C	-6	-2	1.2	2	-1.1	1.1	1	-16	-8
CCOC(=O)c1ccsc1NC(=O)c1ccco1	-4	-2	1.1	-1	-0.4	1	0	-5	0
CCOc1ccc2oc(C(=O)N3CC(C)OC(C)C3)c(C)c2c1 (stereo unspecified)	0	-1	0.97	-2	0.3	0.99	1	3	1
Cc1[nH]c(=O)[nH]c(=O)c1S(=O)(=O)Nc1ccc(F)cc1Cl	-2	-1	1	-4	-0.6	0.94	0	-3	6
CC(=O)N1CCN=C1SCc1ccccc1F	-2	1	0.85	-5	-0.5	0.93	0	15	8
O=C(Nc1ccncc1)c1cc(S(=O)(=O)N2CCOCC2)ccc1Cl	-8	0	1.1	-1	-1.2	1	5	-6	-3
N#CCCN(CCC#N)C(=O)c1ccc2c(c1)OCO2	-2	0	0.88	-1	1.3	0.99	5	12	1
CC(C)(CS(=O)(=O)[O-])NC(=O)CC[N+](C)(C)CCO	88*	-2	1.1	9	-5.3	1.1	-2	-7	-6
O=C(Cc1cccc(C(F)(F)F)c1)NCc1ccc(Cl)cc1Cl	-7	-11	1.1	0	48	1.3	-3	-7	-28
COc1ccc(C(C)=O)cc1CSc1nnc(Nc2ccccc2)s1	-6	-11	1	-1	5.8	1	-6	-3	-5
COc1ccc(/C=N/NC(=O)c2cccnc2)cc1COc1ccc([N+](=O)[O-])cc1	-3	-2	1	0	6.1	0.95	0	-2	5
O=C(O)Cc1c[nH]c2ccc(O)cc12	-6	-3	1.1	-6	-1.8	0.94	-3	-5	6
O=C1CCN(CCc2ccccc2)CCN1CCOc1ccccc1	-9	-1	1.1	-3	-0.3	0.96	-1	-5	4
CC(C(=O)Nc1ccc(C(=O)O)c(O)c1)N1C(=O)/C(=C\c2ccco2)SC1=S (stereo unspecified)	69	6	1.2	90	-1.5	0.38	0	-20	62*
Cc1onc(-c2ccccc2)c1C(=O)NNC(=O)c1ccccc1O	1	-4	1.5	4	0.1	0.81	-5	-50	19
COc1cc(OC)cc(-c2n[nH]c(=S)n2-c2cc(OC)ccc2OC)c1	4	5	1.1	-5	-1.6	1	-2	-10	0
CCC(C)C(=O)Nc1nnc(CCc2ccccc2)s1 (stereo unspecified)	-5	0	1.3	-4	-0.2	1.1	1	-29	-14
NC(=O)N=Nc1c(O)[nH]c2ccc([N+](=O)[O-])cc12	2	-1	0.92	9	0.8	0.93	0	8	7
O=C(Nc1cccc2ccccc12)c1cnsn1	-3	-1	0.9	1	2.1	0.92	0	10	8
NS(=O)(=O)c1cnccc1Nc1ccc(Cl)cc1	-5	-1	0.85	-5	2.5	1	0	15	-2
S=C(CN1CCCC1=S)NCCc1ccccc1	-8	1	0.98	-4	2.4	0.91	-2	2	9
Cc1cc(C)cc(NC(=O)c2ccc(CSc3nnc(C)s3)cc2)c1	-1	-4	1	-1	-0.4	1	-2	-3	-1
O=C(NCc1ccco1)C1CCCN(S(=O)(=O)Cc2ccccc2)C1 (stereo unspecified)	-5	1	1.2	-1	0.5	0.97	2	-18	3
C=CCn1c(-c2csc(-c3ccc(Cl)cc3)n2)n[nH]c1=S	4	0	0.96	-1	0.8	0.94	2	4	6
CC1CN(Cc2c(O)ccc3c(=O)c(-c4ccccc4Cl)coc23)CC(C)O1 (stereo unspecified)	-5	-1	0.98	-3	0.0	0.94	-1	2	6
O=C(Nc1c2c(nn1-c1ccccc1)CS(=O)(=O)C2)c1cc2ccccc2o1	-11	1	1.4	0	-0.5	0.99	-2	-42	1
CN(C)C(=O)CCc1ccc2c3c([nH]c2c1)[C@]1(C)[C@@H](C(=O)N2CCOCC2)C[C@H](CC(=O)NCC24CC5CC(CC(C5)C2)C4)C(=O)N1CC3	8	-1	.	4	0.8	1	.	.	-3
CC(/C=C/c1ccccc1)=N\NC(=O)C1CC1(C)c1ccccc1 (stereo unspecified)	-5	-3	0.88	59*	1.6	0.95	-4	12	5

Part of the list above, with each value named:
Cc1cc(C)c(OCC(=O)Nc2cc(C(=O)O)cc(C(=O)O)c2)cc1C
  APOBEC3G inh: -6
  NR3A LBD binder: -2
  hIAP act: 1.2
  APOBEC3A inh: 2
  MPTP inh: -1.1
  mIAP act: 1.1
  beta cell repl: 1
  hIAP inh: -16
  mIAP inh: -8
CCOC(=O)c1ccsc1NC(=O)c1ccco1
  APOBEC3G inh: -4
  NR3A LBD binder: -2
  hIAP act: 1.1
  APOBEC3A inh: -1
  MPTP inh: -0.4
  mIAP act: 1
  beta cell repl: 0
  hIAP inh: -5
  mIAP inh: 0
CCOc1ccc2oc(C(=O)N3CC(C)OC(C)C3)c(C)c2c1 (stereo unspecified)
  APOBEC3G inh: 0
  NR3A LBD binder: -1
  hIAP act: 0.97
  APOBEC3A inh: -2
  MPTP inh: 0.3
  mIAP act: 0.99
  beta cell repl: 1
  hIAP inh: 3
  mIAP inh: 1

Shown as a hit in mIAP inh, among the entries above:
| canonical_smiles | APOBEC3G inh | NR3A LBD binder | hIAP act | APOBEC3A inh | MPTP inh | mIAP act | hIAP inh | mIAP inh |
| --- | --- | --- | --- | --- | --- | --- | --- | --- |
| CC(C(=O)Nc1ccc(C(=O)O)c(O)c1)N1C(=O)/C(=C\c2ccco2)SC1=S (stereo unspecified) | 69 | 6 | 1.2 | 90 | -1.5 | 0.38 | -20 | 62* |
